From PubChem
NIH3T3 tox: kills NIH 3T3 cells. NIH 3T3 viability, CellTiter-Glo ATP luminescence, 48-72 h. Potency, µM (highest dose often 96.7 µM), without a hit: top-dose activity change, negative = cytotoxicity, usual class: inhibitors. 4.3% of 94,000 active; further: potency means the concentration at half of the fitted maximal effect; nearly all actives have a fitted effect of over 55% in size
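ATP-dependent luminescence (CellTiter-Glo) served as the viability signal for NIH 3T3 cells treated with compound for 48 or 72 hr at 37 °C.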
SNCA viab count: counter-screen for SNCA expression inhibitors: cell viability; HEK-293-SNCA-luc viability, GF-AFC fluorescence, 24 h; Potency, µM (highest dose often 57.1 µM), without a hit: at the highest dose activity change, negative = cytotoxicity, usual class: cytotoxic; 0.12% of 150,000 active; AID 1671193;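 further: potency means the concentration at half of the fitted maximal effect; 0% = DMSO-treated cells and -100% = medium-only wells without cells; nearly all actives have a fitted effect of over 30% in size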
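HEK-293-SNCA-luc cells (1500/well) plated 24 h, then exposed 24 h to a dilution series; GF-AFC added 30 min at 37C, fluorescence 405/540 nm; normalised to medium-only and DMSO wells, Hill fit.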
HEK293 tox: HEK 293 cell cytotoxicity; 6.6% of 94,000 active; HEK 293 viability, ATP luminescence (CellTiter-Glo), 48-72 h; Potency, µM (top dose mostly 115 µM), inactives show top-dose activity change, negative = cytotoxicity, hits mostly inhibitors; AID 1345083; further: potency means the concentration at half of the fitted maximal effect; nearly all actives have a fitted effect of over 60% in size
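CellTiter-Glo luminescence (cellular ATP) was read after 48 or 72 hr of compound exposure at 37 degree Celsius. Cells were HEK 293 plated at 250 cells/well.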
FLuc inh: blocks purified firefly luciferase enzyme activity; P08659; purified P. pyralis luciferase, luminescence, biochemical; Potency, µM (doses to about 115 µM), inactives show top-dose activity change, negative = inhibition, usual class: inhibitors; 2.5% of 76,000 active; AID 1347043; further: potency means the concentration at half of the fitted maximal effect; nearly all actives have a fitted effect of over 65% in size
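Luminescence read by CCD imaging after purified firefly luciferase (10nM final) was added to substrate buffer holding 10uM D-luciferin and 10uM ATP, pH 7.5, pre-dosed with compound.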
GPT2 inh: inhibitors of human GPT2 alanine aminotransferase | Recombinant GPT2, coupled pyruvate oxidase/HRP Amplex Red fluorescence | AID 1671188 | 0.25% of 100,000 active | Potency, µM (series often up to 57.7 µM), without a hit: at the top dose activity change, negative = inhibition, hits mostly inhibitors | Q8TD30; further: potency means the concentration at half of the fitted maximal effect; nearly all actives have a fitted effect of over 60% in size; many of its hits are not listed in these tables
Target sequence (Q8TD30 whole entry, looked up): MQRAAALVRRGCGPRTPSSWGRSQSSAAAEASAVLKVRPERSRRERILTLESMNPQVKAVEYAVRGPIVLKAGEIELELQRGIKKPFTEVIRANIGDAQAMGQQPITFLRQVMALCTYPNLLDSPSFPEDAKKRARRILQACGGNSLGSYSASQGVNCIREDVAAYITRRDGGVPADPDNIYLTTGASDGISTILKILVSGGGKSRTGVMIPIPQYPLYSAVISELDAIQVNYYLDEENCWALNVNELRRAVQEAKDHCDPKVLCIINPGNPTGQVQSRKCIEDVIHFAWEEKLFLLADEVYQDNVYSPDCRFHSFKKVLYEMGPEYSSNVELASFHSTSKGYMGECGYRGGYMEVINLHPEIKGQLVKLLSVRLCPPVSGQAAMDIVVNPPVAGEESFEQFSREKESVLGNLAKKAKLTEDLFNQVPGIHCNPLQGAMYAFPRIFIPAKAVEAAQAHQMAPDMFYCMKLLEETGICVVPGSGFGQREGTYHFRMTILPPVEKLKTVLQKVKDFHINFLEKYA
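Fluorescence read-out: pyruvate from GPT2 turnover coupled to pyruvate oxidase, HRP and Amplex Red (0.2mM ThPP, 0.2U/mL PO and HRP, 50uM Amplex final). Substrates 250uM a-KG, 2mM L-alanine; enzyme 10ng/uL; 30 min RT.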
SNCA expr inh: SNCA gene expression inhibition. HEK-293 SNCA-luciferase knock-in, luminescence, 24 h. Potency, µM (doses to about 57.2 µM), for inactives: top-dose activity change, negative = inhibition, actives largely listed as inhibitors. 0.17% of 140,000 active;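 further: potency means the concentration at half of the fitted maximal effect; plate controls were DMSO cells for no effect and cell-free wells for full effect; nearly all actives have a fitted effect of over 45% in size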
IP6K1 inhibitor: IP6K1 kinase inhibition. Q92551. IP6K1 kinase, ADP-Glo luminescence, 2 h; active compounds read low. activity change, % (series mostly up to about 58 µM). 0.81% of 140,000 active; in the data active means activity change below about -25%
Target sequence (Q92551 whole entry, looked up): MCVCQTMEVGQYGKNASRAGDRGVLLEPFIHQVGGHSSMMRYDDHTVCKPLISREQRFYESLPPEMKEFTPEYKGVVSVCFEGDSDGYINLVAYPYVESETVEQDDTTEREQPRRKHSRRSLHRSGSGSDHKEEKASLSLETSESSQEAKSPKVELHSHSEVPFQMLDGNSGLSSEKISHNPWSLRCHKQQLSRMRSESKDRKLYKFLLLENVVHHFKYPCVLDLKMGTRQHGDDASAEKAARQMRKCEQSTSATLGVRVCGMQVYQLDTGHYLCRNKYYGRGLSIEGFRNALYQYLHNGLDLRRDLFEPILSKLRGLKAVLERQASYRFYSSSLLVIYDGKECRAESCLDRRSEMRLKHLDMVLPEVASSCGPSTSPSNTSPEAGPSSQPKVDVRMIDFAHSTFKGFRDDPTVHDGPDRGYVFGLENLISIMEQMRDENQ
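ADP-Glo luminescence measures ADP made by human IP6K1 during a 2 h RT reaction with ATP/IP6 (mix at 1.3 mM/130 uM); top library doses 57.5 and 19.1 uM final.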
Starred values were filed as active, the others as inactive; [ ] = another dose, or the depositor's remark. Unless noted, the call rests on the fitted dose curve; in most records, active means well fitted curve in the direction sought with a large enough effect; inconclusive means small, poorly fitted or top-dose-only effect, or another doubt; inactive means no such curve, though single readings can be large; an effect the other way counts as inactive or inconclusive. Unless noted, on the % scale 0 is the no-effect control and ±100 the full control effect. An excerpt; rates above refer to the full screens.

For CCOc1ccc(NC(=O)c2ncoc2-c2ccco2)cc1 the results were SNCA viab count inconclusive, SNCA expr inh 24% and IP6K1 inhibitor 12.
c1ccc([C@@H]2CN(Cc3ccncc3)C[C@H]2COc2ccncc2)nc1 was read as NIH3T3 tox -16%, SNCA viab count -10%, HEK293 tox -33%, FLuc inh -4%, GPT2 inh -24%, SNCA expr inh -19% and IP6K1 inhibitor 14.
For COC1CCCN(c2ncc(C(C)(C)C(=O)O)c(N3CCOCC3)n2)C1 (stereo not drawn) the results were NIH3T3 tox -13%, SNCA viab count -10%, HEK293 tox -3%, FLuc inh -4%, GPT2 inh 2%, SNCA expr inh -3% and IP6K1 inhibitor 15.
O=C1CC2CCN([S+](=O)([O-])c3ccccc3)CC2CCN1 (stereo not drawn) was read as NIH3T3 tox -3%, SNCA viab count -4%, HEK293 tox 2%, GPT2 inh -6%, SNCA expr inh -8% and IP6K1 inhibitor -15.
COc1ccc(NC(=O)c2ccco2)cc1NC(=O)COc1cccc(C)c1C was read as SNCA viab count -2%, SNCA expr inh -23% and IP6K1 inhibitor -3.
CCOC(=O)c1noc2ncnc(Nc3cc(Cl)c(OC)cc3OC)c12 was read as SNCA viab count -4%, SNCA expr inh 21% and IP6K1 inhibitor -10.
`CCC(C)NC(=O)Cc1csc2nc(C)c(-c3cc(C)n(-c4cc(Cl)ccc4C)n3)c(=O)n12` (stereo not drawn) gave NIH3T3 tox -10%, SNCA viab count inconclusive, HEK293 tox inconclusive, FLuc inh 3%, GPT2 inh inactive, SNCA expr inh 19% and IP6K1 inhibitor -3.
`Cc1ccc(-c2nc3nc(C)cc(Nc4ccccc4O)n3n2)cc1` gave SNCA viab count -4%, SNCA expr inh 6% and IP6K1 inhibitor 18.
`N#Cc1ccc(OC(=O)c2cc(-c3ccc4c(c3)OCCO4)on2)cc1` gave SNCA viab count -4%, SNCA expr inh -27% and IP6K1 inhibitor -9.
COc1cccc(-c2cc(C3CCN(C(=O)c4ccccc4Br)CC3)[nH]n2)c1 was read as NIH3T3 tox inconclusive, SNCA viab count -6%, HEK293 tox 28µM*, FLuc inh -3%, GPT2 inh inactive, SNCA expr inh 15% and IP6K1 inhibitor -3.
CCn1cc(CN2CCCC23CCN(c2cc(C)nc4ccccc24)CC3)c(C)n1 was read as NIH3T3 tox inconclusive, SNCA viab count inconclusive, HEK293 tox inconclusive, FLuc inh 8%, GPT2 inh -3%[11.5 µM], SNCA expr inh -20% and IP6K1 inhibitor 15.
Cc1ccc(NC(=O)C(=O)NCc2ccco2)cc1 was read as SNCA viab count -16%, SNCA expr inh 123%[activator] and IP6K1 inhibitor -3.
For CCCCNC(=O)CCn1c(=O)c2ccccc2n(Cc2ccccc2C#N)c1=O the results were SNCA viab count 5%, SNCA expr inh -19% and IP6K1 inhibitor -10.
Screening Cc1ccccc1NC(=O)Cn1c(=O)n(-c2ccccc2)c(=O)c2c1cc(C)n2C returned NIH3T3 tox inactive, SNCA viab count -8%, HEK293 tox 3%, FLuc inh -7%, GPT2 inh inactive, SNCA expr inh inconclusive and IP6K1 inhibitor 17.
For CC(C)C(=O)N1Cc2ccccc2CC2(CCN(Cc3ccc(O)cc3)CC2)C1 the results were NIH3T3 tox inconclusive, SNCA viab count 0%, HEK293 tox inconclusive, GPT2 inh inactive, SNCA expr inh inconclusive and IP6K1 inhibitor 9.
`COC(=O)C1=COC(OC2OC(CO)C(O)C(O)C2O)C2C(C)CC(=O)C12O` (stereo not drawn) gave SNCA viab count -4%[23.9 µM], GPT2 inh inactive and IP6K1 inhibitor 14.
O=C(O)CCCC(=O)N[C@H]1CO[C@H]2[C@@H]1OC[C@@H]2Nc1nccc(-c2ccc3c(c2)OCO3)n1 was read as NIH3T3 tox -2%, SNCA viab count 0%, HEK293 tox -3%, FLuc inh -7%, GPT2 inh -6%, SNCA expr inh inconclusive and IP6K1 inhibitor 0.
Screening Cc1ccc2nc(COc3cccc(NC(=O)COc4ccc(F)cc4)c3)cc(=O)n2c1 returned SNCA viab count 3%, SNCA expr inh 63%[activator] and IP6K1 inhibitor -8.
For O=C(NCCc1ccc(Cl)cc1)C1CCc2nnc(C3CCN(C(=O)Nc4ccc(Cl)cc4)CC3)n21 (stereo not drawn) the results were NIH3T3 tox inactive, SNCA viab count 5%, HEK293 tox inactive, GPT2 inh inactive, SNCA expr inh -5% and IP6K1 inhibitor -17.
Screening CCCCn1cc(S(=O)(=O)c2ccc(C)c(C)c2)c(=O)c2cc(F)c(N(CC)CC)cc21 returned SNCA viab count 3%, SNCA expr inh inconclusive and IP6K1 inhibitor 21.
`COc1ccccc1OCCN1CC(COc2cccc3[nH]c4ccccc4c23)OCC1=O` (stereo not drawn) gave SNCA viab count -24%, GPT2 inh inactive and IP6K1 inhibitor 13.
Screening CC(=O)N1C[C@@H](Oc2ccccc2)C[C@@H]1C(=O)N1CCOCC1 returned NIH3T3 tox 4%, SNCA viab count 4%, HEK293 tox 0%, FLuc inh -1%, GPT2 inh inactive, SNCA expr inh 4% and IP6K1 inhibitor 20.
Screening CC(=O)N1CCC(N2CCOc3ccc(C(=O)NCc4ccccc4F)cc3C2)CC1 returned NIH3T3 tox 2%, SNCA viab count 1%, HEK293 tox -13%, FLuc inh 0%, GPT2 inh -10%, SNCA expr inh -27% and IP6K1 inhibitor 1.
NCCc1noc(-c2ccccc2)n1 was read as NIH3T3 tox 0%, SNCA viab count 0%, HEK293 tox inconclusive, FLuc inh -1%, GPT2 inh 3%, SNCA expr inh 12% and IP6K1 inhibitor 5.
Screening CCc1nnc(SC(CC)C(=O)Nc2ccc(OC)c(Cl)c2)c2cc3occc3n12 (stereo not drawn) returned SNCA viab count -14%, SNCA expr inh 5% and IP6K1 inhibitor -1.
Cc1nn(-c2ccccc2)c2c1C(C)N(CC1CN(Cc3ccc(C(F)(F)F)cc3)C1)C2=O (stereo not drawn) was read as NIH3T3 tox 40µM*, HEK293 tox 32µM* and IP6K1 inhibitor 10.
`Cc1cc(C)cc(C(=O)N2CCC(CC(=O)NCc3ccccc3)C2)c1` (stereo not drawn) gave NIH3T3 tox 1%, SNCA viab count 7%[12.5 µM], HEK293 tox -1%, FLuc inh -3%, GPT2 inh -7%, SNCA expr inh 1% and IP6K1 inhibitor -2.
`O=C(NCc1ccc(F)cc1F)C1CCN(C(=O)c2ncn3c2COC(c2ccccc2)C3)CC1` (stereo not drawn) gave NIH3T3 tox inactive, SNCA viab count -8%, HEK293 tox -2%, FLuc inh 35µM*, GPT2 inh inactive, SNCA expr inh 4% and IP6K1 inhibitor 10.
`Cc1nc(C2CCCN(C(=O)CCCN)C2)cc(N2CCOCC2)n1` (stereo not drawn) gave NIH3T3 tox -19%, SNCA viab count -2%, HEK293 tox -6%, FLuc inh 10%, GPT2 inh -23%, SNCA expr inh 38%[activator] and IP6K1 inhibitor 8.
For CCCOc1nccnc1NC1CCN(S(=O)(=O)C2CC2)CC1 the results were NIH3T3 tox -14%, SNCA viab count 11%, HEK293 tox 0%, FLuc inh 6%, GPT2 inh -5%, SNCA expr inh inconclusive and IP6K1 inhibitor -3.
Cc1ccc(NC(=O)CSc2ccc3nnc(CCNS(=O)(=O)c4ccccc4)n3n2)cc1Cl was read as SNCA viab count -21%, SNCA expr inh 0% and IP6K1 inhibitor -3.
Screening Cn1ncc2c(C(=O)NCc3cccs3)cc(-c3ccsc3)nc21 returned NIH3T3 tox inconclusive, SNCA viab count -17%, HEK293 tox inconclusive, GPT2 inh inactive, SNCA expr inh -10% and IP6K1 inhibitor -18.
Screening CCC1=C(C(=O)OC)C(c2cccc(F)c2)N2C(CC(=O)NCc3cccc(F)c3)=CSC2=N1 (stereo not drawn) returned NIH3T3 tox inconclusive, SNCA viab count 5%, HEK293 tox inconclusive, FLuc inh 5%, GPT2 inh inactive, SNCA expr inh -10% and IP6K1 inhibitor -6.
Screening CCN1c2cc(C(=O)Nc3ccc(C(=O)OC)cc3)ccc2C(=O)N2CCCC21 (stereo not drawn) returned NIH3T3 tox -27%, SNCA viab count 3%[12.5 µM], HEK293 tox inconclusive, FLuc inh -13%, GPT2 inh 2%, SNCA expr inh 1% and IP6K1 inhibitor 7.
For CC(=O)Nc1ccc(C2(C(=O)N3CCC(N4CCCCC4)CC3)CCCCC2)cc1 the results were NIH3T3 tox -10%, SNCA viab count -1%, HEK293 tox -23%, FLuc inh -2%, GPT2 inh inconclusive, SNCA expr inh -11% and IP6K1 inhibitor -1.
CC(=O)OC1C(CO)OC(O[C@H]2[C@H](OC(=O)[C@]34CCC(C)(C)C[C@H]3C3=CCC5[C@@]6(C)CC[C@H](O[C@@H]7O[C@H](C(=O)O)[C@@H](O)[C@H](O[C@@H]8OC[C@@H](O)[C@H](O)[C@H]8O)[C@H]7O[C@@H]7O[C@H](CO)[C@H](O)[C@H](O)[C@H]7O)[C@@](C)(C=O)C6CC[C@@]5(C)[C@]3(C)C[C@H]4O)O[C@H](C)[C@H](OC3OC(C)C(OC4OCC(O)C(O)C4O)C(O)C3O)[C@@H]2O)C(O)C1O (stereo partly drawn) was read as SNCA viab count 5%[12.5 µM], GPT2 inh inactive[11.5 µM] and IP6K1 inhibitor 8.
Cc1ccccc1OCC(=O)Nc1cccc(C(=O)OCc2cc(=O)n3c(C)csc3n2)c1 was read as SNCA viab count -19%, SNCA expr inh -8% and IP6K1 inhibitor -9.
For CCOc1ccccc1NC(=O)Cn1ccn(Cc2ccc(C)cc2)c(=O)c1=O the results were SNCA viab count -1%, SNCA expr inh inconclusive and IP6K1 inhibitor -8.

Nothing new here: an excerpt of the list.
For CCOc1ccc(NC(=O)c2ncoc2-c2ccco2)cc1 the results were SNCA viab count inconclusive, SNCA expr inh 24% and IP6K1 inhibitor 12.
c1ccc([C@@H]2CN(Cc3ccncc3)C[C@H]2COc2ccncc2)nc1 was read as NIH3T3 tox -16%, SNCA viab count -10%, HEK293 tox -33%, FLuc inh -4%, GPT2 inh -24%, SNCA expr inh -19% and IP6K1 inhibitor 14.
For COC1CCCN(c2ncc(C(C)(C)C(=O)O)c(N3CCOCC3)n2)C1 (stereo not drawn) the results were NIH3T3 tox -13%, SNCA viab count -10%, HEK293 tox -3%, FLuc inh -4%, GPT2 inh 2%, SNCA expr inh -3% and IP6K1 inhibitor 15.
O=C1CC2CCN([S+](=O)([O-])c3ccccc3)CC2CCN1 (stereo not drawn) was read as NIH3T3 tox -3%, SNCA viab count -4%, HEK293 tox 2%, GPT2 inh -6%, SNCA expr inh -8% and IP6K1 inhibitor -15.
COc1ccc(NC(=O)c2ccco2)cc1NC(=O)COc1cccc(C)c1C was read as SNCA viab count -2%, SNCA expr inh -23% and IP6K1 inhibitor -3.
